Source: PubChem BioAssay
ALOX12 inh: Primary qHTS assay for inhibitors of human arachidonate 12S-lipoxygenase (ALOX12): Round 2 | AID 1671190, 2021 | hit rate 1.1% among 580,000 | Potency, µM (titrated, usually from 108 µM), without a hit: top-dose activity change, negative = inhibition, actives largely listed as inhibitors | purified 12hLO, xylenol orange hydroperoxide absorbance
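Purified human 12hLO (150 nM final) in 25 mM Hepes, 0.01% Triton X-100, pH 7.0 was preincubated 15 min at room temperature with compound. Then 40 uM arachidonic acid was added, 30 min. Hydroperoxide was read by Fe-XO absorbance ratio 573/405 nm.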
GLS inhibitor: qHTS for Inhibitors of Glutaminase (GLS); Potency, µM (titrated, usually from 45.5 µM), for inactives: top-dose activity change, negative = inhibition, usual class: inhibitors; hit rate 0.21% among 410,000; AID 624170, 2012; GLS enzymatic activity, qHTS titration; Glutaminase kidney isoform, mitochondrial (Homo sapiens), O94925
Target sequence (O94925 whole entry, looked up, canonical isoform): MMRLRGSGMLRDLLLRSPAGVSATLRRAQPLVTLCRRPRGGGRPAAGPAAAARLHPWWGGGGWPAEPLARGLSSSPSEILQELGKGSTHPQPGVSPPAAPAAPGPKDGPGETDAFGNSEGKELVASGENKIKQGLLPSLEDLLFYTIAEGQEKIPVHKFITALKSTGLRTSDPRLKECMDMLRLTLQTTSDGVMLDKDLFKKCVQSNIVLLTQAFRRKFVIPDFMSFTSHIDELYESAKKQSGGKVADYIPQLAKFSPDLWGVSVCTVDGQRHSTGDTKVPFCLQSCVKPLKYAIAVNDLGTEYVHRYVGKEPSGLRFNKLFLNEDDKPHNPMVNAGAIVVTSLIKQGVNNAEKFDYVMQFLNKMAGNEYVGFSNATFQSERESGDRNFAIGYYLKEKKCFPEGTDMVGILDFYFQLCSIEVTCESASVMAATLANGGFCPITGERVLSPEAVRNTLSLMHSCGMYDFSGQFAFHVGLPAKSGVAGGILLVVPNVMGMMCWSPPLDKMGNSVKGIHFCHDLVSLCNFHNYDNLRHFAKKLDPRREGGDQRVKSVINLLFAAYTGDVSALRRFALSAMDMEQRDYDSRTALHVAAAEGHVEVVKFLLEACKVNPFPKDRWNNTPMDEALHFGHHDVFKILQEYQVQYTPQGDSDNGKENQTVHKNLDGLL
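hKGA in 45 mM KH2PO4 (pH 8.2), 0.02% Tween-20 with compound, then 1mM L-Glutamine (stock as added) plus glutamate oxidase/HRP/Amplex red coupling mix. Fluorescence read initially and after 30 min at RT; signal change reflects glutamate formation.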
PGK inhibitor: qHTS Assay to Find Inhibitors of Phosphoglycerate Kinase; PGK/GAPDH coupled, Kinase-Glo luminescence, 60 min; Potency, µM (series often up to 57.5 µM), without a hit: at the top dose activity change, negative = inhibition, usual class: inhibitors; hit rate 0.043% among 380,000; AID 602233, 2012; further: nearly all actives have a fitted effect of over 60% in size
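Recombinant glycosomal PGK reaction used 1,3-bisphosphoglycerate generated in-well by GAPDH (100nM final) in 100mM TEA pH 7.6, 5mM MgCl2, 0.01% Tween-20. After 60 minutes at room temperature, ATP was read by Kinase-Glo Plus luminescence end-point.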
The depositor's hits bear a star; i = inactive; u = inconclusive; & = joins results of further samples; [ ] = dose if it differs, or a comment. The call rests on the fitted dose curve; in most records, active means well fitted curve in the direction sought with a large enough effect; inconclusive means small, poorly fitted or top-dose-only effect, or another doubt; inactive means no such curve, though single readings can be large; an effect the other way counts as inactive or inconclusive. On the % scale 0 is the no-effect control and ±100 the full control effect; potency means the concentration at half of the fitted maximal effect.

ALOX12 inh,GLS inhibitor,smiles,PGK inhibitor
u,-5%,C#CCN(C[C@@H]1[C@@H](OC(=O)NC2CC2)[C@@H](OC(=O)NC2CC2)Cn2c(=O)n(CCCCCC)c(=O)n21)S(=O)(=O)c1ccc(C)cc1,-10%
-20%,-1%,O=C(O)C1C=CCC(C(=O)O)C1 (stereo not drawn),-6%
-11%,-6%,O=C(CC1SCCNC1=O)NCc1ccccc1 (stereo not drawn),-3%
u,9%,C[C@@H]1CCCCO[C@H](CN(C)C(=O)Nc2ccc3c(c2)OCO3)[C@@H](C)CN([C@H](C)CO)C(=O)c2cc(NS(=O)(=O)c3ccc(F)cc3)ccc2O1,3%
14%,-6%,COc1ccc(NC(=O)N(C)C[C@@H]2OCc3cnnn3CCCC(=O)N([C@H](C)CO)C[C@H]2C)cc1,-8%
-1%,-1%,CC(C)(C)OC(=O)N1CCC(NC(=O)c2[nH]cnc2C(=O)Nc2ccc(Br)cc2F)CC1,2%
35µM*,13%,COc1ccc2c(c1)CSC(c1ccccc1)C2=O (stereo not drawn),-9%
-13%,-3%,CCCCCC(=O)OCc1ccc(C2=CC(=O)CC(C)(C)C2=O)cc1,1%
16µM*,4%,Cc1ccc(S(=O)(=O)NN(Cc2ccccc2)Cc2ccccc2)cc1,5%
10%,0%,O=C(NCC(c1cccs1)N1CCOCC1)c1cc(F)cc(F)c1 (stereo not drawn),4%
u,5%,CC(=O)c1c(O)c(C)c(O)c2c1OC1=CC(=O)/C(=C(/C)N)C(=O)C12C (stereo not drawn),-8%
u,-2%,COc1cc(Cl)cc(/C=N\NC(=O)c2ccc3c(c2)OCO3)c1O,-13%
35%[activator],3%,CNC(=O)C[C@H]1C(=O)N(CCc2ccccc2)C[C@@H]1CSC,-8%
8%,2%,O=C1c2cccc3cccc(c23)C(=O)N1CCO,-9%
43%[activator],0%,C[C@@H](O)CNC(=O)c1[nH]cnc1C(=O)Nc1ccc(CNC(=O)OC(C)(C)C)cc1,0%
-25%,1%,CN[C@H]1C[C@H]2c3cc(-c4ccccc4)ccc3CCN2C(=O)[C@H]1[C@H](C)O,-1%
1%,-5%,CCCCn1c(N)c(N(CCOC)C(=O)CCS(=O)(=O)c2ccc(C)cc2)c(=O)[nH]c1=O,-3%
3%,0%,CN1OC[C@@H]2CN(C(=O)Cc3ccccc3)[C@H](c3ccccc3Br)C[C@@H]21,-8%
-12%,-4%,CC1(C)CC(=O)C=C(c2ccc(COC(=O)c3ccc(-c4ccccc4)cc3)cc2)C1=O,8%
0%,-11%,CSc1ncccc1C(=O)OC(C)C(=O)Nc1ccc2c(c1)OCCO2 (stereo not drawn),0%
u,-9%,CCCCCCN1C[C@H](O)[C@@H](n2cc(COC(=O)c3ccccc3)nn2)C[C@@H]1c1ccccc1,-3%
u,-3%,CCCc1c(C(=O)N/N=C/c2ccc(OCc3ccc(F)cc3)cc2)nnn1-c1nonc1N,9%
0%,2%,CC1CCN(C(=O)c2ncn3c2c(=O)[nH]c2cccnc23)CC1,-3%
-1%,-6%,C[C@H](CO)N1C[C@H](C)[C@@H](CN(C)C(=O)NC2CCCCC2)Oc2ncc(Br)cc2C1=O,i
-13%,2%,C#CCN(C[C@H]1[C@H](OC(=O)NCc2ccc(OC)c(OC)c2)[C@H](OC(=O)NCc2ccc(OC)c(OC)c2)C[C@H]2C(=O)N(c3ccccc3)C(=O)[C@@H]12)S(=O)(=O)c1ccc(C)cc1,-3%
18%,-1%,Cc1ccc([C@@H]2CC(=O)[C@@H]3CN(S(=O)(=O)c4ccc(C)cc4)[C@H](c4cccc5ccccc45)C[C@@H]3N2S(=O)(=O)c2ccc(Cl)cc2)cc1,-9%
-2%,-1%,C[C@H](CO)N1C[C@H](C)[C@H](CN(C)S(=O)(=O)c2ccccc2)OCc2ccccc2-c2c(n(C)c3ccccc23)C1=O,-3%
-22%,-5%,Nc1nnc2cc(Br)ccc2n1,-6%
17%,-10%,CC1(C)CN(Cc2cccnc2)C(=O)[C@H]1CC(=O)Nc1ccc(Br)cc1,2%
u,11%,COc1ccc(NC2CCCN(C(=O)C3=NNC(=O)CC3)C2)cc1 (stereo not drawn),0%
-24%,-10%,CCCCCCN1C[C@H](n2cc(C3CC3)nn2)[C@@H](O)C[C@@H]1c1ccc(Cl)cc1,-4%
u,4%,COc1ccc(CC(=O)N(CCC2=CCCCC2)c2c(N)n(Cc3ccccc3)c(=O)[nH]c2=O)cc1,-3%
10%,0%,CCOc1ccc(CNC(=O)C2CCCN(S(=O)(=O)N3CCC(C)CC3)C2)cc1OC (stereo not drawn),-9%
-78%,5%,Cc1ccc(-c2ccc3c(c2)O[C@H](CN(C)C(=O)CC2CC2)[C@H](C)CN([C@@H](C)CO)S3(=O)=O)cc1,1%
-8%,2%,Cc1noc(C)c1NC(=O)N(C)C[C@@H]1OCc2cnnn2CCCC(=O)N([C@@H](C)CO)C[C@H]1C,6%
-29%,1%,C[C@H]1CN([C@@H](C)CO)C(=O)c2cc(Br)cnc2O[C@H]1CN(C)S(=O)(=O)c1ccccc1F,-7%
-23%,22%,O=c1[nH]c2ccc(Br)cc2c(=O)o1,-8%
0%,-11%,C[C@H](CO)N1C[C@H](C)[C@@H](CN(C)Cc2ccncc2)Oc2ncc(Br)cc2C1=O,-1%
-3%,-7%,O=C(CSc1ccc2nnc(-c3cccnc3)n2n1)Nc1ccccc1F,-7%
-8%,27%,Cc1cc(O)cc(O)c1/C=N/NC(=O)c1ccc2c(c1)OCCO2,-12%
-4%,-8%,CC(C)c1ccc(S(=O)(=O)NCCCN2CCOCC2)cc1,5%
u,1%,COc1ccc(N2CCN(C(=O)COC(=O)CC(NC(N)=O)c3ccc(Cl)cc3)CC2)cc1 (stereo not drawn),0%
4%,-2%,C[C@H](CO)N1C[C@H](C)[C@@H](CN(C)Cc2ccc(-c3ccccc3)cc2)OCc2cnnn2CCCC1=O,-3%
14µM*,1%,Cc1ccc([C@H]2N[C@]3(CCCN(Cc4ccc(F)cc4)C3=O)[C@H]3C(=O)N(Cc4ccccc4)C(=O)[C@@H]23)cc1,-5%
u,0%,CCCCN1C[C@H](CSC)[C@@H](CC(=O)NC)C1=O,-4%
u,-8%,Cc1ccc(-c2cc3nc(C)cc(N4CCN(C(=O)c5ccoc5)CC4)n3n2)cc1,-5%
-6%,6%,COc1ccccc1/C=N/Nc1nc(C)cc(=O)[nH]1,2%
-8%,-13%,CC1=C(C(=O)N2CCOCC2)CC(CC(=O)NC2CCCC2)C(=O)N1CCCN1CCCC1=O (stereo not drawn),-2%
-11%,6%,COCCN(C(=O)COC(=O)C12CC3CC(CC(O)(C3)C1)C2)c1c(N)n(Cc2ccccc2)c(=O)[nH]c1=O,11%
u,0%,COc1cc(OC)c(C=Cc2ccncn2)c(OC)c1,-8%

Going on with the list:
ALOX12 inh,GLS inhibitor,smiles,PGK inhibitor
-8%,-3%,C[C@@H]1CN([C@@H](C)CO)C(=O)c2cc(Br)cnc2O[C@H]1CN(C)C(=O)CCN1CCCCC1,-9%
-11%,-1%,CCc1ccc(/C=C2\SC(=S)N(CCCC(=O)Nc3cc(C)on3)C2=O)cc1,-4%
-20%,-8%,COc1ccc(N2CC(C)(C)[C@H](CC(=O)Nc3ccc(Br)cc3)C2=O)cc1,-3%
2%,-8%,Cc1cccc(OCc2nnc(SCC(=O)NCc3ccc4c(c3)OCO4)o2)c1,-3%
1%,11%,Cc1ccc(S(=O)(=O)N2C[C@H]3C(=O)C[C@@H](c4ccccc4)N(S(=O)(=O)c4ccc(C)cc4)[C@H]3C[C@H]2c2cccc(Cl)c2)cc1,5%
-36%,-11%,C[C@@H]1CN([C@H](C)CO)C(=O)CCCn2nncc2CO[C@@H]1CN(C)S(=O)(=O)c1ccc2c(c1)OCCCO2,-11%
0%,0%,CS(=O)(=O)N(CC(=O)N1CCCC1)c1ccc(F)cc1,3%
1%,7%,Nc1ccc(S(=O)(=O)Nc2nc(-c3ccccc3)cc(-c3ccccc3O)n2)cc1,-3%
2%,3%,C=CCn1c(SCC(=O)N2CCN(C(=O)OCC)CC2)nc2c([nH]c3ccccc32)c1=O,-7%
u,5%,Nc1ccccc1SC(CC(=O)c1ccccc1)c1cccc([N+](=O)[O-])c1 (stereo not drawn),i
-11%,-3%,CC(C)n1ncc2c(C(=O)Nc3ccccc3SCC(N)=O)cc(C3CC3)nc21,i
u,u,COc1ccc(-n2sc3ccccc3c2=O)cc1,-1%
-3%,-1%,COc1ccc(-c2ccc(CN3C(CC(C)C)C(=O)N(Cc4cn(CC5CCCCC5)nn4)CCS3(=O)=O)cc2)cc1 (stereo not drawn),-1%
-26%,4%,Cc1ccc(CS(=O)Cc2ccc(C(=O)N3CCN(c4cccc(C)c4C)CC3)o2)cc1 (stereo not drawn),-6%
27%,3%,CC(C)C(=O)N1CCCCCCN1C(=O)C(C)C,-5%
-1%,6%,O=C(COC(=O)c1cccc(S(=O)(=O)N2CCCCC2)c1)NCc1cccc(Cl)c1,4%
2%,3%,O=C1Nc2ccccc2SC1=Cc1ccccc1,-5%
-21%,4%,C[C@@H]1CCCCO[C@@H](CN(C)C(=O)CCCN(C)C)[C@@H](C)CN([C@H](C)CO)C(=O)c2cc(NC(=O)CCC(F)(F)F)ccc2O1,7%
15%,-1%,CC1C(=O)N(Cc2cn(CCC3OCCCO3)nn2)CCS(=O)(=O)N1Cc1ccc(-c2ccncc2)cc1 (stereo not drawn),-2%
1%,11%,O=C(c1cccs1)N1C[C@H](n2cc(C3CC3)nn2)[C@@H](O)C[C@@H]1c1ccc(Cl)cc1,11%
-2%,7%,COc1ccc(N2c3ccccc3CN(Cc3ccccc3)CC2Cc2cc(OC)c(OC)c(OC)c2)cc1 (stereo not drawn),1%
4%&-7%,1%,Cc1nc(SCC(=O)c2cc(C)n(C3CC3)c2C)c2ccccc2n1,-7%
21%,-5%,Cc1ccccc1NC(=O)C(C)Sc1nnc(CN2CCCC2)n1Cc1ccccc1 (stereo not drawn),-8%
8%,-6%,COc1ncnc2c1ncn2CCCN(C)CCc1ccccn1,-1%
-7%,1%,C[C@@H]1CN([C@@H](C)CO)S(=O)(=O)c2ccc(Br)cc2O[C@H]1CN(C)C(=O)Cc1cccnc1,-4%
u,11%,CC1CCc2sc(C(=O)NN=C3CCCC3)cc2C1 (stereo not drawn),-12%

14 consecutive entries already listed, quoted:
ALOX12 inh,GLS inhibitor,smiles,PGK inhibitor
u,u,COc1ccc(-n2sc3ccccc3c2=O)cc1,-1%
-3%,-1%,COc1ccc(-c2ccc(CN3C(CC(C)C)C(=O)N(Cc4cn(CC5CCCCC5)nn4)CCS3(=O)=O)cc2)cc1 (stereo not drawn),-1%
-26%,4%,Cc1ccc(CS(=O)Cc2ccc(C(=O)N3CCN(c4cccc(C)c4C)CC3)o2)cc1 (stereo not drawn),-6%
27%,3%,CC(C)C(=O)N1CCCCCCN1C(=O)C(C)C,-5%
-1%,6%,O=C(COC(=O)c1cccc(S(=O)(=O)N2CCCCC2)c1)NCc1cccc(Cl)c1,4%
2%,3%,O=C1Nc2ccccc2SC1=Cc1ccccc1,-5%
-21%,4%,C[C@@H]1CCCCO[C@@H](CN(C)C(=O)CCCN(C)C)[C@@H](C)CN([C@H](C)CO)C(=O)c2cc(NC(=O)CCC(F)(F)F)ccc2O1,7%
15%,-1%,CC1C(=O)N(Cc2cn(CCC3OCCCO3)nn2)CCS(=O)(=O)N1Cc1ccc(-c2ccncc2)cc1 (stereo not drawn),-2%
1%,11%,O=C(c1cccs1)N1C[C@H](n2cc(C3CC3)nn2)[C@@H](O)C[C@@H]1c1ccc(Cl)cc1,11%
-2%,7%,COc1ccc(N2c3ccccc3CN(Cc3ccccc3)CC2Cc2cc(OC)c(OC)c(OC)c2)cc1 (stereo not drawn),1%
4%&-7%,1%,Cc1nc(SCC(=O)c2cc(C)n(C3CC3)c2C)c2ccccc2n1,-7%
21%,-5%,Cc1ccccc1NC(=O)C(C)Sc1nnc(CN2CCCC2)n1Cc1ccccc1 (stereo not drawn),-8%
8%,-6%,COc1ncnc2c1ncn2CCCN(C)CCc1ccccn1,-1%
-7%,1%,C[C@@H]1CN([C@@H](C)CO)S(=O)(=O)c2ccc(Br)cc2O[C@H]1CN(C)C(=O)Cc1cccnc1,-4%

A portion of the library, so the mix of outcomes need not match the whole.
